Bioassay records: PubChem BioAssay, National Center for Advancing Translational Sciences (NCATS)
Mm-Cpn inhibitor = blocks the Methanococcus maripaludis chaperonin Mm-Cpn; purified Mm-Cpn ATPase, ADP Transcreener TR-FRET; Potency, µM (top dose mostly 76.9 µM), for inactives: top-dose activity, negative = inhibition, actives largely listed as inhibitors; 0.031% of 330,000 active; also: potency is read from the fitted curve at half-maximal effect; % is scaled to controls: 0 for no effect and ±100 for the full control effect; nearly all actives have a fitted effect of over 80% in size
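25 nM Mm-CPN + cpd, 10 min 37°C; + 10 uM ATP, 30 min 37°C; buffer 30 mM Tris pH 7.4, 100 mM KCl, 5 mM MgCl2, 1 mM DTT; Transcreener ADP HTRF detection 30 min RT.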
TGFb inhibitor = blocks TGF-b signaling; 1.2% of 410,000 active; Potency, µM (series often up to 46.1 µM), for inactives: at the top dose activity, negative = inhibition, most hits filed as inhibitors; HepG2 CAGA-GFP TGF-b/SMAD3 reporter, GFP fluorescence, 18 h; TGF-beta stimulated, 500 pg/mL final; AID 588855; also: potency is read from the fitted curve at half-maximal effect; % is scaled to controls: 0 for no effect and ±100 for the full control effect; nearly all actives have a fitted effect of over 65% in size
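HEPG2 CAGA-GFP, 1000 cells/well; 2 h settle, 37 C; cpd via pin tool; TGF-b 500 pg/mL final; 18 h, 37 C; GFP imaging ex488/em500-530; %Activity normalised to -TGF-b and +DMSO controls; CRC fit, curve class.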
Akt phos inh = inhibitors of Akt phosphorylation. 0.32% of 360,000 active. Neuro2A IGF-stimulated pAkt S473 HTRF, 20 min; stronger effect = lower value. activity change, % for hits at 50 µM; in the data active = activity change below about -80%; inconclusive = mostly about -51% to -80%; also: % is scaled to controls: 0 for no effect and ±100 for the full control effect
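Neuro2A cells (4,500/well, DMEM with 0.5% FBS) were treated with compound at a single 50 µM final concentration, stimulated with 6 nM IGF for 20 min at 37 °C, and lysed. Phospho-Akt Ser473 was read by HTRF as 665/615 ratio ×10^4.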
A549 tox = kills or reduces viability of A549 cells in Nrf2 counter-screen. A549 ARE-Fluc cells, CellTiter-Fluor viability, 18-24 h. Potency, µM (series often up to 46 µM), for inactives: top-dose activity change, negative = cytotoxicity, actives largely listed as inhibitors. 0.16% of 390,000 active. AID 504648; also: potency is read from the fitted curve at half-maximal effect; % is scaled to controls: 0 for no effect and ±100 for the full control effect
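Cytotoxicity counterscreen: CellTiter-Fluor fluorescence was measured in A549 ARE_Fluc cells after 18-24 h of compound exposure in a concentration series. The subsequent BugLite luminescent read reports ARE-luciferase activity.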
Nrf2 inh = blocks Nrf2 signaling; Potency, µM (titrated, usually from 46 µM), for the others: at the top dose activity change, negative = inhibition, actives largely listed as inhibitors; A549 ARE-Fluc reporter, luciferase luminescence, 18-24 h; 2.1% of 360,000 active; also: potency is read from the fitted curve at half-maximal effect; % is scaled to controls: 0 for no effect and ±100 for the full control effect; nearly all actives have a fitted effect of over 60% in size
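Cells were seeded and rested 2 h, then exposed to compounds for 18-24 h. CellTiter-Fluor was read first as a viability measure. BugLite was added 15 min before the final luminescent read of ARE-luciferase activity in A549 cells.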
EPAC2 antagonist = antagonists of human EPAC2; 0.18% of 360,000 active; EPAC2 GEF exchange of Rap1B-BODIPY-GDP, fluorescence; Q8WZA2; Potency, µM (top dose mostly 114 µM), for inactives: at the top dose activity, negative = inhibition, most hits filed as inhibitors; AID 720708; also: potency is read from the fitted curve at half-maximal effect; % is scaled to controls: 0 for no effect and ±100 for the full control effect; nearly all actives have a fitted effect of over 45% in size; many of its hits are not listed in these tables
Target sequence (Q8WZA2 whole entry, looked up): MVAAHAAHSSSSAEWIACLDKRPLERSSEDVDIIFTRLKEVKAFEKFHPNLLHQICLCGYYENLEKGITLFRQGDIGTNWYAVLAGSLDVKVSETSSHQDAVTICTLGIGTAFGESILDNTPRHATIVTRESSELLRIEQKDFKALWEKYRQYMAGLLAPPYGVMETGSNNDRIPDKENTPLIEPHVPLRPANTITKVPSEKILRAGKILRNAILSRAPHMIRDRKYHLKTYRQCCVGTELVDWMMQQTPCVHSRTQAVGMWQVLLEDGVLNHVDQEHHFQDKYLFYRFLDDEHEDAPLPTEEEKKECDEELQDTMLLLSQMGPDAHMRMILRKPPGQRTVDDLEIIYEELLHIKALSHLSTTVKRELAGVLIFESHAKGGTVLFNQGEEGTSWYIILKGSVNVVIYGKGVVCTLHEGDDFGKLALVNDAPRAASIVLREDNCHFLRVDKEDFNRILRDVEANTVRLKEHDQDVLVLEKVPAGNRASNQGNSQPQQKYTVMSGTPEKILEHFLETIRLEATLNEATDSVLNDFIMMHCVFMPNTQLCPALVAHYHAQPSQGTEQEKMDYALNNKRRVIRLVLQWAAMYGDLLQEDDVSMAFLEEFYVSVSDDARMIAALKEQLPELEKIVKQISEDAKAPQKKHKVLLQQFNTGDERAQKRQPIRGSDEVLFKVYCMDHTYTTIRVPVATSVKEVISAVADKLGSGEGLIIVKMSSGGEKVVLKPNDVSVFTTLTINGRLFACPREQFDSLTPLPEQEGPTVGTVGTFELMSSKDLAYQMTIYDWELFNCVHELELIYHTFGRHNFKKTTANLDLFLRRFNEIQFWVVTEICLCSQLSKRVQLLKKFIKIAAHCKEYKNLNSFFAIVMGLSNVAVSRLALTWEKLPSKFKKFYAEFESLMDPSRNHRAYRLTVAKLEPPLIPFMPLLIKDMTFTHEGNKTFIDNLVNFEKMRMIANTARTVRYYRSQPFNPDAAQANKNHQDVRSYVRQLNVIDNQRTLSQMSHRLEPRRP
Nrf2 ARE act = Nrf2 pathway activation; AREc32 ARE-luciferase reporter (MCF7-derived line), luminescence, 24 h; Potency, µM (top dose mostly 46.1 µM), without a hit: at the top dose activation, hits mostly activators; 0.31% of 410,000 active; also: potency is read from the fitted curve at half-maximal effect; % of control where 0% means no effect; nearly all actives have a fitted effect of over 65% in size
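Cells of the AREc32 ARE-luciferase line are plated in OPTI-MEM containing 5% FBS and left overnight at 37 deg C. Compounds are pinned in, incubation continues 24 hr, and firefly luciferase signal is then measured.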
CCT chaperon mod = cytosolic chaperonin activity modulation. 0.3% of 360,000 active. activity change, % (no concentration beside the values), hits read low. purified chaperonin ATPase assay, HTRF ADP detection, 30 min. AID 651819; in the data active = activity change below about -30%; also: % is scaled to controls: 0 for no effect and ±100 for the full control effect
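We incubate TRiC, 40 or 20 nM final, with library compounds at 76 uM and 10 uM ATP for 30 min at 37 °C. ADP formed is detected with Transcreener HTRF reagents after 30 min at room temperature.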
EPAC2 agonist = activates human EPAC2 exchange factor | 0.079% of 360,000 active | Q8WZA2 | Potency, µM (titrated, usually from 154 µM), without a hit: top-dose activation, usual class: activators | EPAC2 activation, biochemical qHTS; response scale: 100% = 6.5 mM cAMP response; also: potency is read from the fitted curve at half-maximal effect; nearly all actives have a fitted effect of over 50% in size
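EPAC2 (100 nM) mixed with Rap1B loaded with BODIPY-GDP (250 nM) plus 50 uM unlabeled GDP; compounds pinned in, 5 min RT, then read every 5 min for 30 min (ex 480, em 540 nm). Normalized to cAMP control.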
Starred values were filed as active, the others as inactive; i = inactive; ? = inconclusive; / = no result given; & = joins results of further samples; [ ] = dose if it differs, or a comment. Unless noted, calls follow the shape of the dose curve; as a rule, active = well fitted curve in the direction sought with a large enough effect; inconclusive = small, poorly fitted or top-dose-only effect, or another doubt; inactive = no such curve, though single readings can be large; an effect the other way counts as inactive or inconclusive. These rows are one share of the data; the hit share may differ from the screen's.

nr | canonical_smiles | Akt phos inh | Nrf2 ARE act | A549 tox | Nrf2 inh | CCT chaperon mod
1 | CCOc1cc2c(cc1OCC)C(c1ccc(OC)cc1)N(c1ccccc1)C(=O)C2 (stereo not given) | i | -0.4% | 2% | -2% | -1.2
2 | O=C(COc1ccc(/C=N/NC(=O)c2ccccc2O)cc1)Nc1ccccc1 | i | 0.3% | 0% | ? | -0.8
3 | Cn1c(N)c(C#N)c2c(c1=S)COC(C)(C)C2 | i | 0.5% | 9% | -15% | -1.8
4 | O=C(COC(=O)c1cccc(Cl)c1)Nc1cc(S(=O)(=O)N2CCOCC2)ccc1N1CCOCC1 | i | -0.2% | -14% | -9% | -5.5
5 | C#C[C@]1(OC(C)=O)CCC2C3CCC4=CC(=O)CC[C@@H]4C3CC[C@@]21C (stereo not given in full) | i | 7.4% | 1% | -16% | -1.0
6 | O=C1c2ccccc2-c2onc3c(NCCO)cc(NC4CCCCC4)c1c23 | / | -1.2% | ? | 21µM* | /
7 | CCCN1C(=O)c2ccc(C(=O)Nc3ccc4c(c3)OCO4)cc2C1=O | i | 0.4% | -3% | 17% | -2.9
8 | Cn1c(SCc2ccc(C#N)cc2Cl)nc2ccccc21 | i | 0.8% | -2% | ? | -36*
9 | O=C(CN(c1ccccc1)S(=O)(=O)c1ccccc1[N+](=O)[O-])NN=C1CCCCCCC1 | i | -0.9% | -3% | 6% | 0.1
10 | C[C@@H]1CN([C@H](C)CO)C(=O)c2cc(Br)cnc2O[C@@H]1CN(C)C(=O)Cc1ccccc1 | i | 0.0% | / | / | 0.8
11 | Cc1ccc(SC2=C(Sc3ccc(C)cc3)C(=O)c3ccccc3C2=O)cc1 | i | 12% | 18% | 8% | -5.3
12 | CCCC(C(=O)c1ccccc1)n1cncn1 (stereo not given) | i | 0.1% | 0% | 16% | 2.9

nr | EPAC2 agonist | EPAC2 antagonist | TGFb inhibitor | Mm-Cpn inhibitor
1 | -6% | 5% | 37%[activator] | 1%
2 | -6% | 2% | 12% | 0%
3 | 7% | -3% | 8% | -2%
4 | 11% | -8% | 7% | /
5 | 8% | ? | 1% | -2%
6 | / | / | 11µM* | /
7 | -5% | 6% | 3% | -2%
8 | 17% | -5% | 8% | -3%
9 | 13% | 0% | 4% | 1%
10 | 0% | 0% | 3% | /
11 | 21% | -23% | 7% | ?
12 | 0% | 12% | -1% | 0%

Next section.
nr | canonical_smiles | Akt phos inh | Nrf2 ARE act | A549 tox | Nrf2 inh | CCT chaperon mod
13 | CN(CC(=O)Nc1cccc(F)c1)C(=O)c1ccc(COc2ccccc2)o1 | i | -0.1% | -4% | 10% | -2.8
14 | CCS(=O)(=O)N1CCN(C(=O)c2cccnc2)CC1 | i | 0.0% | -10% | ? | -1.0
15 | CC(=O)Nc1ccc(S(=O)(=O)Nn2cnnc2)cc1 | i | 0.3% | -16% | -11% | 2.7
16 | COc1ccc2c(c1)nc(N)n2Cc1ccccc1 | i | 5.2% | -15% | ? | -2.9
17 | Cc1ccc(-c2nnc(N3CCN(C(=O)COc4ccccc4)CC3)c3ccccc23)cc1 | i | 3.2% | ? | 18µM* | -4.6
18 | CCn1c(NCc2cc(OC)c(OC)c(OC)c2)nc2ccccc21 | i | -0.3% | -5% | -2% | -3.4
19 | COC(=O)C1=C(C(=O)OC)[C@@H]2N(C)c3ccc(OC)cc3[C@@]23C[C@@H](C(=O)OC)N(S(=O)(=O)c2ccc([N+](=O)[O-])cc2)C3=N1 | i | 0.1% | -3% | -25% | -1.4
20 | Cc1cccc(C(=O)NC(NC(=S)Nc2ccc(S(N)(=O)=O)cc2)C(Cl)(Cl)Cl)c1 (stereo not given) | i | -0.8% | 0% | 6% | -28
21 | Fc1ccc(C2=NN(c3ccccc3)C(c3ccco3)C2)cc1 (stereo not given) | i | 3.7% | ? | 1% | -1.8
22 | Cc1cccc(CNC(=O)C2CCC(=O)N(CC3CCCCC3)C2)c1 (stereo not given) | i | 0.0% | / | / | 1.7
23 | O=C(CCCn1ncn2c(cc3occc32)c1=O)NCc1ccccc1F | i | -0.5%&-0.5% | 8%&0% | ? | 1.4
24 | COCc1ccc(CN2CCC(C(=O)Nc3cccc(-c4cccc(Cl)c4)c3)CC2)o1 | i | -3.7% | ? | ? | -1.5

nr | EPAC2 agonist | EPAC2 antagonist | TGFb inhibitor | Mm-Cpn inhibitor
13 | -2% | 12% | -19% | 1%
14 | -2% | 9% | 10% | 1%
15 | 2% | 12% | 8% | 3%
16 | 11% | 2% | -23% | 3%
17 | 6% | 0% | ? | -1%
18 | -3% | -1% | 2% | -1%
19 | 6% | -6% | -15% | 1%
20 | 4% | -8% | 0% | 2%
21 | 10% | -20% | ? | -4%
22 | -1% | 6% | -22% | /
23 | 4% | 3% | 3%&-16% | 0%
24 | 21% | 9% | ? | -1%

New compounds follow
nr | canonical_smiles | Akt phos inh | Nrf2 ARE act | A549 tox | Nrf2 inh | CCT chaperon mod
25 | COc1ccc(CC(=O)NCc2ccc3c(c2)cc(C)n3C)cc1OC | i | -0.3% | 7% | -13% | -2.4
26 | C[C@H](CO)N1C[C@H](C)[C@@H](CN(C)C(=O)Nc2ccccc2)Oc2c(NC(=O)C3CCCCC3)cccc2C1=O | i | 0.5% | -8% | -5% | -1.6
27 | Cn1c(=O)[nH]c(=O)c2c1nc(NC1CCCCC1)n2Cc1ccccc1 | i | -0.4% | -7% | / | 0.8
28 | O=C(CSCc1cnn(-c2ccccc2)c1-n1cccc1)NCc1cccnc1 | i | 2.6% | 3% | ? | 0.1
29 | COc1cccc(C(=O)NNC(=S)NC2CCCCC2)c1 | i | 0.6% | 1% | 4% | -0.7
30 | COc1ccc(CCSc2nnc(C3CCCCC3)n2N)cc1 | i | -0.2% | -5% | -3% | -3.0
31 | Cc1cccc(Nc2nnc(SCC(=O)NCC3CCCO3)s2)c1 (stereo not given) | i | 3.0% | -12% | 4% | 0.8
32 | Cc1c(Br)c([N+](=O)[O-])nn1C(C)C(=O)NCc1cccs1 (stereo not given) | i | 0.0% | 5% | 11% | 0.4
33 | COc1cc(C)c(S(=O)(=O)n2c([N+](=O)[O-])cnc2C)cc1C | i | -0.3% | 4% | 6% | -3.7
34 | CCOCCn1c(CN2CCN(CCO)CC2)nc2c1c(=O)n(C)c(=O)n2C | i | 3.6% | 2% | 1% | -0.8
35 | COc1cccc(CNC(=O)COc2cc(O)c3c(c2)OC(C)(C)CC3=O)c1 | i | -0.2% | 3% | ? | -2.6
36 | CCc1nnc(NC(=O)CSc2nnc(-c3cccnc3)n2CCc2ccccc2)s1 | i | -0.5% | -7% | -9% | -1.1

nr | EPAC2 agonist | EPAC2 antagonist | TGFb inhibitor | Mm-Cpn inhibitor
25 | 12% | 16% | -29% | -3%
26 | -7% | 14% | -3% | -1%
27 | 7% | -1% | -10% | 0%
28 | -10% | -14% | -5% | 2%
29 | -1% | 9% | -30% | 2%
30 | 15% | 7% | 12% | 0%
31 | -2% | 2% | 4% | -1%
32 | 1% | 21% | 9% | -1%
33 | 6% | 2% | 0% | -2%
34 | 13% | -6% | -12% | -2%
35 | 10% | 8% | 31% | -2%
36 | 2% | -4% | -1% | -2%

Some of the entries so far, tab-delimited.
entry	Molecule	Akt phos inh	Nrf2 ARE act	A549 tox	Nrf2 inh	CCT chaperon mod	EPAC2 agonist	EPAC2 antagonist	TGFb inhibitor	Mm-Cpn inhibitor
32	Cc1c(Br)c([N+](=O)[O-])nn1C(C)C(=O)NCc1cccs1 (stereo not given)	i	0.0%	5%	11%	0.4	1%	21%	9%	-1%
25	COc1ccc(CC(=O)NCc2ccc3c(c2)cc(C)n3C)cc1OC	i	-0.3%	7%	-13%	-2.4	12%	16%	-29%	-3%
27	Cn1c(=O)[nH]c(=O)c2c1nc(NC1CCCCC1)n2Cc1ccccc1	i	-0.4%	-7%	/	0.8	7%	-1%	-10%	0%

Continued:
nr | canonical_smiles | Akt phos inh | Nrf2 ARE act | A549 tox | Nrf2 inh | CCT chaperon mod
37 | O=C(Cc1cn(-c2ccccc2)nc1-c1ccccc1)N1CCCCC1 | i | 0.3% | -6% | -26% | -0.2
38 | C[N+]1(CN2C(=O)C3C4C=CC(C4)C3C2=O)CCCCC1 (stereo not given) | i | -0.6% | 8% | 17% | -0.8
39 | COc1ccc(CNC(=S)Nc2cccc(OC)c2)cc1 | i | -0.4% | 6% | 1% | -1.6
40 | CCOC12CC(C)(C)CC(C)(CC3=C1C(=O)CC(C)(C)C3)C2 (stereo not given) | i | -0.2% | 2% | 4% | -3.3
41 | O=C(O)c1cccc(-c2nnn(Cc3ccccc3)n2)c1 | i | -1.3% | 4% | ? | -4.1
42 | COc1ccc(-n2nc(C(=O)Nc3ccccn3)c3c4ccccc4n(C)c3c2=O)cc1 | / | 0.2% | 1% | ? | /
43 | Cc1ccc(NC(=O)c2cc3cc(C)ccc3n2C)cc1 | / | 6.9% | 3% | 2% | /
44 | O=C1C(=O)N(c2ccccn2)C(c2ccc(Br)cc2)/C1=C(/O)c1ccc(Br)cc1 (stereo not given) | i | 3.4% | -7% | ? | -0.3
45 | Cc1cn([C@H]2C[C@H](O)[C@@H](CNCc3cc(Br)ccc3OCc3ccccc3)O2)c(=O)[nH]c1=O | i | 1.7% | / | / | 0.6

nr | EPAC2 agonist | EPAC2 antagonist | TGFb inhibitor | Mm-Cpn inhibitor
37 | 7% | -21% | -7% | -1%
38 | 14% | 3% | 2% | 1%
39 | 14% | -2% | 1% | -1%
40 | 0% | -2% | -6% | 0%
41 | -3% | -2% | -1% | 0%
42 | / | / | -3% | /
43 | / | / | 0% | /
44 | 8% | -28% | -3% | -1%
45 | 4% | 0% | 12% | /
